Screening results deposited in PubChem by National Center for Advancing Translational Sciences (NCATS).
D2 PAM: positively modulates the human D2 dopamine receptor allosterically. P14416. HEK293 T-REx D2, calcium flux, EC20 dopamine potentiation. potentiation, % at 10 µM. 340,000 tested, 0.34% active;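 active = potentiation over 3 SD above the plate norm, cut at about 30% in these data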; also: 0% is about no effect
Target sequence (P14416 whole entry, looked up): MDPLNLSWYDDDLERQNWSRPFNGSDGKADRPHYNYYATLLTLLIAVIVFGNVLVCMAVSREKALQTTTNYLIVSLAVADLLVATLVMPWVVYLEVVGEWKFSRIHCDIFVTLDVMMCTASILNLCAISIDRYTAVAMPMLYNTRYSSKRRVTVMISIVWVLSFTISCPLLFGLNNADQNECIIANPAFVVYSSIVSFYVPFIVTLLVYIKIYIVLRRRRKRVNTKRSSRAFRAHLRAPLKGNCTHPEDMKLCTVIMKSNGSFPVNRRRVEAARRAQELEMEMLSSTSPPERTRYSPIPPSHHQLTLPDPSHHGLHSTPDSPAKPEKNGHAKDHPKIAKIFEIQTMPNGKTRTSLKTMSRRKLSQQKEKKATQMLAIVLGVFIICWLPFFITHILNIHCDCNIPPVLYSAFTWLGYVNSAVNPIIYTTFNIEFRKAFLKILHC
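Potentiation of an EC20 dopamine calcium response is measured in a force-coupled, tetracycline-inducible Hek293 Trex D2 line. Compound-only kinetic reads over 180 s flag agonists before dopamine addition.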
RXFP1 antag: antagonists of human relaxin receptor RXFP1. 350,000 tested, 0.59% active. activity change, negative = inhibition, % at 57.5 µM. Q9HBX9. AID 1259400. HEK293-RXFP1, relaxin-stimulated cAMP HTRF, 30 min; stronger effect = lower value;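 active = activity change of -60% or lower, but not beyond a set lower limit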; also: % is scaled to controls: 0 for no effect and ±100 for the full control effect
D1 antag: antagonists of human D1 dopamine receptor | P21728 | HEK293 TREx D1 cells, calcium flux, dopamine EC80; stronger effect = lower value | activity change, negative = inhibition, % at 10 µM | 360,000 tested, 3.2% active; in the data active = activity change below about -30%; also: % is scaled to controls: 0 for no effect and ±100 for the full control effect
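Compound effects on dopamine-evoked calcium signalling were measured in tetracycline-induced HEK293 Trex D1 cells. Dopamine at EC80 followed a 180 s compound pre-read, and fluorescence was tracked kinetically for 180 s more.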
D1 ag: agonists of human D1 dopamine receptor; HEK293 T-REx D1 cells, calcium flux, agonist mode; P21728; activation, % at 2 µM; AID 504660; 360,000 tested, 1% active; also: 0% is about no effect
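Tetracycline-induced HEK293 TREx D1 cells, force-coupled to calcium signalling, were dye-loaded with a no-wash calcium kit. Compound was pin-added after a 10 s baseline. Fluorescence was read kinetically at 1 cycle/s for 180 s, with calcium rises flagged as agonism.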
D2 antagonist: D2 dopamine receptor (human) antagonism. P14416. HEK293 TREx D2 cells, calcium flux, dopamine EC80. inhibition, % at 10 µM. 340,000 tested, 2% active; in the data active = inhibition above about 30%; also: 0% is about no effect
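Tetracycline-induced HEK293 T-REx cells expressing D2 force-coupled to calcium signalling were dye-loaded, exposed to compound for 180 s, then challenged with an EC80 of dopamine; calcium flux was followed kinetically for a further 180 s.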
D1 PAM: enhances dopamine response at the human D1 receptor. HEK293 TREx D1 cells, calcium flux, dopamine EC20 potentiation. 360,000 tested, 0.036% active. potentiation, % at 10 µM; in the data active = potentiation above about 30%; also: 0% is about no effect
TRHR ag: TRH receptor (human) agonism | TRHR cells, calcium flux fluo-8, FDSS agonist mode | activation, % at 2 µM | 360,000 tested, 0.18% active | AID 493084; also: 0% is about no effect
Target sequence (P34981 whole entry, looked up): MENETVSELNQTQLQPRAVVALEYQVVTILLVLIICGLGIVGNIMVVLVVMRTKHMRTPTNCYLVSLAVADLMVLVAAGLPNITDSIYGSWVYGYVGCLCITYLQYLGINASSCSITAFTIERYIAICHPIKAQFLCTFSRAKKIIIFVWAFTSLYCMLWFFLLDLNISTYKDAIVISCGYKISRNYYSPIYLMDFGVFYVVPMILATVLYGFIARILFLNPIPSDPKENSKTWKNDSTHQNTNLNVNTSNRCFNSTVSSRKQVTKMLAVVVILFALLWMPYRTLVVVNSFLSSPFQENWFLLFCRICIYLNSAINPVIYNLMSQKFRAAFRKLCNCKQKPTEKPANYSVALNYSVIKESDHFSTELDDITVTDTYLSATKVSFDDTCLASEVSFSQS
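TRHR-expressing cells, plated overnight in medium with 10% serum, were loaded with fluo-8 calcium dye at room temperature. After a 10 s baseline, library compound was pin-added and calcium release was recorded kinetically (ex 480/em 530) as agonist response.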
D2 ag: D2 dopamine receptor (human) agonism | 340,000 tested, 0.53% active | activation, % at 2 µM | AID 485358 | P14416 | HEK293 T-REx D2 cells, calcium flux agonist mode;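 active = activation over 3 SD above normal in the single-dose calcium agonist read, cut at about 30% in these data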; also: 0% is about no effect
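Agonism is scored from calcium flux in a force-coupled, inducible HEK293 cell line expressing D2, read kinetically for 180 s after compound addition against dopamine controls.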
TRHR enhancer: allosteric enhancers of human TRH receptor. P34981. TRHR cells, fluo-8 calcium fluorescence, EC20 TRH enhancement. enhancement, % at 2 µM. 360,000 tested, 0.66% active. AID 493056; in the data active = enhancement above about 30%; also: 0% is about no effect
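TRHR-expressing cells loaded with fluo-8 calcium dye were read kinetically (ex 480/em 530) during compound addition, then stimulated with an EC20 of TRH (10 nM final). Enhancement of the Gq-mediated intracellular calcium response was scored.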
The depositor's hits bear a star; . = not tested or not shown. Rule as the data show it, unless noted: active = activation above about 30%; inactive = the rest.

canonical_smiles	D2 PAM	RXFP1 antag	D1 antag	D1 ag	D2 antagonist	D1 PAM	TRHR ag	D2 ag	TRHR enhancer
CCC(=O)N1c2ccccc2CC1C(=O)NCc1ccc(OC(C)C)cc1 (configuration not stated)	3	0	-1	5	.	0	-1.2	2.5	2
C=Cc1ccc(C(=O)N2CCCC(Nc3ccc4c(c3)OCCO4)C2)cc1 (configuration not stated)	9	-14	17	2	1	3	-0.1	0.5	-2
CS(=O)(=O)N1CCN(Cc2ccc(C(F)(F)F)cc2)CC1	-7	7	-7	1	12	1	0.8	0.6	-2
O=C(c1cccc(F)c1)N1CCN(S(=O)(=O)Cc2ccccc2)CC1	3	1	15	3	7	7	0.3	-0.6	0
Cc1cc2ccccn2c1C(=O)Nc1cccc(Cl)c1	1	-12	3	4	8	-3	0.3	-0.5	-4
NCCCC[C@H]1CNC(=O)C(=O)N1CCc1cc(C(F)(F)F)cc(C(F)(F)F)c1	-2	.	-6	2	0	0	-0.2	0.7	3
O=[N+]([O-])c1ccc(N2CCN(S(=O)(=O)c3cnc[nH]3)CC2)cc1	4	11	-3	0	-2	6	0.9	-1.1	1
Cc1ccc2nc(C(=O)O)c(C(=O)O)nc2c1	-4	-3	-4	0	6	-2	-0.2	-0.8	2
CCCCOc1cccc(/C=N/NC(=O)c2csc(C)c2C)c1	-9	-12	-11	4	-9	-2	0.7	0.8	-9
CCOC(=O)c1ccc(NC(=O)c2cn3c4c(ccc(Cl)c4c2=O)OC(C)C3)cc1 (configuration not stated)	5	0	-1	-1	.	-3	0.4	1.1	6
NS(=O)(=O)c1ccc(NC(=S)NCc2ccccc2)cc1	-6	14	-4	1	3	-5	0.9	0.7	1
CCC(c1nnnn1C1CCCC1)N(Cc1cccs1)Cc1cc2cccc(C)c2[nH]c1=O (configuration not stated)	.	-10	6	2	.	-1	-0.2	.	2

The last five compounds of the part before open the next one:
canonical_smiles	D2 PAM	RXFP1 antag	D1 antag	D1 ag	D2 antagonist	D1 PAM	TRHR ag	D2 ag	TRHR enhancer
Cc1ccc2nc(C(=O)O)c(C(=O)O)nc2c1	-4	-3	-4	0	6	-2	-0.2	-0.8	2
CCCCOc1cccc(/C=N/NC(=O)c2csc(C)c2C)c1	-9	-12	-11	4	-9	-2	0.7	0.8	-9
CCOC(=O)c1ccc(NC(=O)c2cn3c4c(ccc(Cl)c4c2=O)OC(C)C3)cc1 (configuration not stated)	5	0	-1	-1	.	-3	0.4	1.1	6
NS(=O)(=O)c1ccc(NC(=S)NCc2ccccc2)cc1	-6	14	-4	1	3	-5	0.9	0.7	1
CCC(c1nnnn1C1CCCC1)N(Cc1cccs1)Cc1cc2cccc(C)c2[nH]c1=O (configuration not stated)	.	-10	6	2	.	-1	-0.2	.	2
O=C(C1CC(=O)N(c2ccc3c(c2)OCCO3)C1)N1CCN(c2ccccc2O)CC1 (configuration not stated)	-1	4	-9	4	8	-12	-1.1	1.0	-8
CCN1CCN(C(=O)C2CCCN(S(=O)(=O)c3ccc(OC)c(OC)c3)C2)CC1 (configuration not stated)	.	-3	-2	0	.	3	0.0	.	-9
CCCN(CC(=O)Nc1ccccc1C)C(=O)C1CC(=O)N(Cc2ccccc2)C1 (configuration not stated)	-2	-9	8	2	-5	0	-0.3	-0.2	5
COc1ccc(C2CC3(O)NC(=O)C(C#N)(C3C)C2(C#N)C#N)cc1 (configuration not stated)	-9	-2	4	0	9	-10	-0.1	-1.3	-8
Cc1ccc(Nc2cnn(C34CC5CC(CC(CC(=O)O)(C5)C3)C4)c(=O)c2Cl)cc1C	8	-15	2	0	4	-2	0.3	0.1	-6
CCOC(=O)c1cc(-c2cc(OC)c(OC)c(OC)c2)nc2c1c(=O)[nH]c(=O)n2Cc1ccccc1	27	-6	7	-4	0	-2	-0.1	-0.3	5
CC1(C)c2ccccc2N(CC(N)=O)C12C=Cc1ccccc1O2 (configuration not stated)	21	-15	9	1	12	11	-0.5	-0.3	-2
c1csc(C2=NNC(=NC3CCCCC3)SC2)c1	-16	-35	15	0	8	-4	-0.8	0.4	3
CC1(C)C(=O)OC(C(=O)c2ccccc2)C(C)(C)C1=O (configuration not stated)	6	9	-3	2	7	-13	0.2	0.9	6
CCc1ccc2nc(/N=C(\N)NC(=O)c3ccccc3)nc(C)c2c1	-19	10	-19	6	2	-9	-0.1	-0.3	45*
CCCCOc1ccc(CNC(=O)c2ccc3c(c2)N(C)C(=O)C2CCCCN32)cc1 (configuration not stated)	-4	-13	21	3	.	-1	-0.3	.	5
NS(=O)(=O)c1ccc(CNC(=O)Cc2ccccc2F)cc1	6	9	-4	3	-20	-7	0.1	0.4	4
NNC(=O)c1ccc(COc2ccc3ccccc3c2)cc1	.	-28	-1	17	.	-8	1.3	.	9
Cc1ccc(NC(=O)COC(=O)c2ccc([N+](=O)[O-])s2)c(C)c1	-3	-8	0	0	-8	-2	-1.3	-0.9	-2
Cc1ccn2c(NC3CCCCC3)c(C)nc2c1	-4	-4	-2	6	35*	-4	1.3	0.1	-2
Cc1ccc(C(=O)NCC(=O)Nc2ccc3c(c2)CCC3)cc1C	-2	22	-5	6	9	1	0.1	-0.3	13
CCOc1cc(C=C(C#N)C#N)ccc1Oc1ccc([N+](=O)[O-])cn1	9	0	-28	1	-17	14	-0.1	-1.3	-5
CCOc1ccc(/C=N/NC(=O)c2nnn(-c3nonc3N)c2CN2CCC(C)CC2)cc1	5	-20	38	-1	-7	2	0.7	-0.1	-4
CC(NC(=O)c1ccc2c(c1)CCN2S(=O)(=O)c1ccccc1)c1ccccc1 (configuration not stated)	1	-9	-1	2	.	-2	0.1	-0.7	14
COC(=O)[C@@H](Cc1c[nH]c2ccccc12)NC(=O)CCC(=O)c1ccc(F)cc1	1	-5	5	1	-19	2	-0.3	2.0	1
CCN(CC(=O)Nc1ccc(C(=O)Nc2ccc(OC)cc2)cc1)Cc1nc2ccccc2c(=O)[nH]1	.	2	-44*	4	.	6	-1.5	.	1
Cc1ccc(NC(=O)C2CCN(c3ncnc4c3nc3n4CCCCC3)CC2)cc1Cl	-6	-11	-3	1	-14	-8	-0.7	-0.3	4
N#Cc1ccsc1NC(=O)C1CCCN1S(=O)(=O)c1cccs1 (configuration not stated)	-2	13	9	1	9	0	0.1	0.4	-1
CCOc1ccc(NC(=O)[C@@H]2CCCN2C(=O)c2cccs2)cc1S(=O)(=O)N1CCCCC1	-3	5	19	1	6	1	-0.9	-0.1	0
CN1CCN(NS(=O)(=O)c2cccs2)CC1	-1	.	6	1	-16	-6	-0.3	0.4	0
COc1cccc(N2C(=O)C3CC=C(Cl)CC3C2=O)c1 (configuration not stated)	-8	-14	5	2	-12	1	-0.1	-0.6	0
COc1ccc(C(CNC(=O)C2CCN(S(=O)(=O)c3ccc(F)cc3)CC2)N(C)C)cc1 (configuration not stated)	-13	-8	-3	4	-3	-6	0.0	0.8	4
CCOCCCN(C(=O)Cn1nnc2ccccc21)C(C(=O)NCc1ccco1)c1ccncc1 (configuration not stated)	-6	3	9	9	5	0	0.0	0.5	1
Cc1ccc(Cl)cc1N1CCN(C(=O)COCc2cc(-c3ccc4c(c3)OCO4)on2)CC1	4	-17	10	3	.	-3	1.0	0.6	8
CCN1C(=O)C(CC(=O)Nc2c(C)cccc2C)SC1=Nc1ccc(S(N)(=O)=O)cc1 (configuration not stated)	-4	-4	2	-3	3	0	-0.1	0.0	-3
CCOC(=O)c1c(C)[nH]c(C)c1S(=O)(=O)NCC(=O)N1CCN(c2ccccc2OC)CC1	-3	.	0	4	.	0	-0.6	.	7
COc1ccc(C(=O)C2CCCN(C(=O)c3cc(C)nc(C)n3)C2)cc1OC (configuration not stated)	11	-5	-23	1	2	1	1.0	1.0	9
Cc1ccc(C(=O)O)cc1-n1c(=O)n(Cc2ccccc2)c(=O)c2[nH]cnc21	-7	-13	-25	3	-10	-1	-1.1	-0.2	-9
O=C(CSc1nnc(-c2cccnc2)s1)Nc1ccccc1	-4	-9	-11	1	-8	-6	0.3	0.1	3
CCCCOc1ccc(S(=O)(=O)NCc2csc(-c3ccc(OC)cc3)n2)cc1	-5	-7	-1	24	.	-3	0.5	0.6	0
Cc1ccc(S(=O)(=O)NCCc2nnc3ccc(SCC(=O)Nc4nc(C)cs4)nn23)cc1	-4	-2	-4	1	11	7	0.0	1.2	2
OCCCCNCc1ccc(OCc2ccc(Cl)cc2)cc1	-6	-20	-51*	26	4	-5	1.3	1.3	9
COc1ccccc1C(=O)Nc1cc2c(cc1N1CCCCC1)n(C)c(=O)n2C	3	-6	-9	2	.	-2	-0.6	.	-7
Cc1ccc2c(c1)-c1onc(C(=O)N3CCN(c4cccc(C)c4C)CC3)c1CO2	4	.	10	1	.	-4	0.4	-0.4	6
Cc1cc(C)nc(SCCN2CCOCC2)n1	1	-11	-1	1	8	-3	1.0	0.0	4
CCCc1nn(C)c(C(=O)Nc2cccc(CC)c2)c1Cl	3	.	-1	1	11	-4	-0.2	-1.0	4
CCN(CC)S(=O)(=O)c1ccc2c(c1)N(CC(=O)N1CCN(c3cccc(Cl)c3)CC1)C(=O)CO2	-8	-11	-7	5	.	4	0.0	-0.6	-1
COc1ccc(/C=N/n2c(N)nc3ccccc32)cc1OC	-5	-2	-2	2	-12	-6	-0.2	0.3	17
CC(c1ccccc1)n1c(NCCCn2ccnc2)nc2c1c(=O)[nH]c(=O)n2C (configuration not stated)	-8	.	-4	4	5	-6	2.1	-2.3	5
Cc1cc(C(=O)Nc2nc3ccc(S(C)(=O)=O)cc3s2)c(C)o1	5	-10	8	2	-1	0	-1.0	-1.4	-7
COCCn1c(=O)c2c(nc3n2CC(C)CN3Cc2ccccc2)n(C)c1=O (configuration not stated)	-2	2	-10	0	1	2	0.3	-0.4	-8
Cn1c(=O)c2c(-c3ccccc3Br)n(Cc3ccccc3)cc2n(C)c1=O	1	.	-11	0	.	5	-2.1	3.6	-5
O=C(NC1CC2CCC(C1)N2C(=O)NCc1ccccc1)NC12CC3CC(CC(C3)C1)C2 (configuration not stated)	8	-8	25	5	3	-6	-0.3	0.3	0
O=C(NCc1ccc(F)cc1)C1CCN(S(=O)(=O)N2CCC3(CC2)OCCO3)CC1	3	-2	46	0	-14	-5	-0.4	0.5	3
CN(Cc1ccccc1)S(=O)(=O)c1ccc(Cl)c(C(=O)OCC(N)=O)c1	1	0	3	4	13	-5	-0.1	-0.1	-1
CCOc1ccccc1NC(=S)N1CCN(c2cccc(C)c2C)CC1	-14	-11	-20	3	-10	0	-0.3	0.7	-3
